Screening data (PubChem BioAssay)
Myeloid diff MLP – promotes myeloid progenitor differentiation; ER-HoxA9 myeloid progenitors, lysozyme-GFP differentiation, flow cytometry; calls only at 10 µM; 1% of 360,000 active; AID 624256;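 active means normalized GFP-positive differentiation at or above the plate's own cutoff, the solvent-only control mean plus 3 SD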;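 further: cells exposed to compound for four days before flow analysis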
GPR55 beta-arrestin – GPR55 agonists via beta-arrestin recruitment, primary screen, imaging, U2OS cells, beta-arrestin-GFP redistribution (AID 1961); U2OS GPR55 beta-arrestin-GFP redistribution imaging; higher % means a stronger effect; one-dose activation, % at 10 µM; EC50 in µM for titrated hits; 0.048% of 290,000 active;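 active means activation above 40% with more than 50 cells counted in the well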;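 further: U2OS osteosarcoma cells stably expressing GPR55 and beta-arrestin-GFP; plate controls were DMSO negative control for no effect and LPI positive control for full effect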
KOR beta-arrestin-1 – kappa opioid receptor blockers – cell-based, luminescence, uHTS (AID 1778); KOR beta-arrestin recruitment, luminescence, antagonist mode; higher % means a stronger effect; one-dose inhibition, % at 10 µM; IC50 in µM for titrated hits; 0.091% of 290,000 active; further: strong numbers were not always called active
T cell modulator – modulates CD8 T cell binding to vesicles; 0.068% of 330,000 active; calls only at 7 µM; 2C CD8+ T cell-vesicle binding, flow cytometry; hits give low values; AID 2052;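 active means response, share of CD8 T cells binding vesicles, and their 90th percentile fluorescence all below set limits, cut at about 80% in these data, passing the limit was not always enough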
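Material: murine 2C transgenic CD8+ T lymphocytes / Also added: QL9-peptide-loaded Drosophila micro-vesicles bearing Ld, ICAM-1 and B7-1 / Schedule: binding step 1.5 h, 37 °C, antibody labelling 20 min, ice / Signal: flow cytometry, PE anti-B7-1 (FL2) versus Alexa647 anti-CD8 (FL8), PFA-fixed / Evaluation: percent CD8+ FL2 mean versus row control / Benchmarks: naked versus QL9-loaded vesicles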
NOD1 NF-kB reporter – NOD1 signaling inhibitors, primary screen, cell-based, luminescence, uHTS (AID 1578); NOD1-driven NF-kB luciferase reporter cells, luminescence; higher % means a stronger effect; 1% of 290,000 active; one-dose inhibition, % at 4 µM; EC50 in µM for titrated hits; in the data active means inhibition mostly above about 36%, no sharp cut-off; inactive means mostly below about 34%;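 further: HEK-293T reporter cells stimulated with the NOD1 agonist gamma-tri-DAP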
KOR beta-arrestin-2 – KOR agonists, beta-arrestin recruitment, primary screen, cell-based, luminescence, uHTS (AID 1777). KOR beta-arrestin recruitment, luminescence; higher % means a stronger effect. activation, % at 10 µM; hits with a dose series show EC50 in µM. 0.02% of 280,000 active; in the data active means activation above about 50%, passing the limit was not always enough; further: a part of the inactive calls stands beside numbers as strong as those of hits
NOD2 inhibition – inhibition of NOD2-driven NF-kB reporter – cell-based, luminescence, uHTS, HEK293 (AID 1566) | HEK293 NOD2/NF-kB luciferase reporter, luminescence; higher % means a stronger effect | one-dose inhibition, % at 4 µM; EC50 in µM for titrated hits | 0.63% of 290,000 active; further: many of its hits are not listed in these tables
GPR55 LPI antagonism – GPR55 antagonists blocking LPI-driven arrestin recruitment, primary screen, imaging, U2OS, beta-arrestin-GFP, LPI agonist (AID 2013); U2OS GPR55 beta-arrestin-GFP translocation imaging, LPI antagonism; higher % means a stronger effect; 0.13% of 290,000 active; one-dose inhibition, % at 10 µM; IC50 in µM for titrated hits;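 active means spots per cell inhibited over 60%, with over 100 cells counted and total cytoplasm intensity under 500,000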;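 further: U2OS cells stably carrying GPR55 and arrestin-GFP stimulated by 5 µM LPI near EC80; imaged beta-arrestin-GFP aggregate spots per cell after agonist stimulation; plate controls were LPI-stimulated DMSO wells for no effect and DMSO wells without LPI for full effect; some results filed as inactive read as strong as hits; confirmed hits need IC50 under 10 µM and bright autofluorescent wells are also inconclusive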
NTR1 agonist – NTR1-driven beta-arrestin-GFP spot formation – imaging, U2OS cells, high content, primary screen (AID 493036); P30989; agonist mode; activation, % at 20 µM; 0.17% of 330,000 active;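 active means activation at or above 40% of the spot to cytoplasm intensity ratio, with at least 20 cells analyzed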;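 further: 0% = DMSO without peptide and 100% = 100 nM NTR1 peptide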
Target sequence (P30989 whole entry, looked up): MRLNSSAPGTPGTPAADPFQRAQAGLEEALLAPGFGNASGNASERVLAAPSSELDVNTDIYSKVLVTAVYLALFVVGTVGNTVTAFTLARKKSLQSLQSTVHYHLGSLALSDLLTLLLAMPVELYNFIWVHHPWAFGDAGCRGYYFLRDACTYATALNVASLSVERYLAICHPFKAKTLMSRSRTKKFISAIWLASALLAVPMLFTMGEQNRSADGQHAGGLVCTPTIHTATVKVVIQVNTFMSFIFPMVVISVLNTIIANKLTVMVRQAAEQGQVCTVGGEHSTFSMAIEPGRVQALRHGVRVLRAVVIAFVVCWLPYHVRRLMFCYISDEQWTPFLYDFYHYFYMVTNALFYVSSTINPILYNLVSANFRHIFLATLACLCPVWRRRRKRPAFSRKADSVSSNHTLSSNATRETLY
T cell modulator vesicle-bound % – further read-out of T cell modulator, marked with its call; double positive events, %; measured here: CD8+ vesicle-bound cell fraction;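 binding gate set so that unloaded-vesicle control wells show 10% double positive cells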
NTR1 agonist cell count 20 µM – further read-out of NTR1 agonist, marked with its call; cell count; measured here: cell count, cytotoxicity flag
Myeloid diff MLP GFP+ MAC1+ % – recorded beside Myeloid diff MLP, whose call it bears; GFP+ MAC1+ double positive, %; measured here: differentiation confirmed by MAC1 staining
Active calls of the source: *; i = inactive; x = not tested or not shown; [ ] = dose if it differs, or a comment. Unless noted, no stated cut-off is given here; in the data, active means inhibition above about 50%; inactive means the rest. A portion of the library; count on the stated rates, not on these rows.

SMILES	Myeloid diff MLP	Myeloid diff MLP GFP+ MAC1+ %	GPR55 beta-arrestin	KOR beta-arrestin-1	T cell modulator	T cell modulator vesicle-bound %	NOD1 NF-kB reporter	KOR beta-arrestin-2	NOD2 inhibition	GPR55 LPI antagonism	NTR1 agonist	NTR1 agonist cell count 20 µM
O=C(O)c1ccccc1-c1ccccc1C(=O)Nc1ccc(F)cc1	i	0.5	-0.1%	0%	i	8	-6%	1.5%	-16%	13%	-1.3	70
O=C(Cn1cncn1)c1ccccc1	i	0.3	-0.1%	3%	i	55	2%	x	14%	-10%	0.6	55
CS(=O)(=O)NCCSCc1ccccc1	i	0.8	-0.4%	-8%	i	54	-16%	-4.4%	3%	4%	1.8	54
Cc1oc2c(cc(NS(=O)(=O)c3ccc4c5c(cccc35)C(=O)N4)c3ccccc32)c1C(=O)OC(C)C	i	2.6	-0.1%	20%	i	57	-24%	-1.0%	3%	14%	1.8	47
Cc1cccc(C)c1N(CC(=O)NCc1ccco1)C(=O)CNS(=O)(=O)c1ccc(F)cc1	i	0.4	-0.2%	6%	i	33	-31%	-3.3%	18%	-3%	-0.3	35
O=S(=O)(NCc1ccccc1)c1ccc(F)cc1Br	i	1.9	0.0%	23%	i	28	-4%	-0.3%	-26%	-3%	-5.3	73
COc1ccccc1C(=O)NC(=O)COC(=O)/C(=C/c1ccccc1)NC(C)=O	i	1.0	-0.1%	8%	i	52	-22%	2.0%	4%	11%	1.0	55
COc1ccc(Cc2nc(-c3ccc(Br)cc3)no2)cc1	i	0.4	-0.1%	-2%	i	12	-27%	1.3%	-24%	7%	1.9	53
O=C(CCNS(=O)(=O)c1ccc(Br)s1)NC1CCCC1	i	0.6	-0.1%	-12%	i	11	3%	5.0%	8%	4%	-0.5	67
OCCCCNc1cccc2ccccc12	i	5.4	-0.1%	-21%	i	68	2%	-1.0%	12%	-4%	-1.5	53
Cc1ccc(S(=O)(=O)Nc2ccc(NC(=O)Nc3ccc(F)cc3F)cc2)cc1	i	0.5	-0.3%	35%	i	42	1%	-0.9%	-3%	6%	4.9	49
CCOC(=O)c1cc(CC)sc1NC(=O)COC(=O)C1CCC1	i	0.6	0.0%	13%	i	61	-27%	-2.0%	-3%	8%	0.5	70
COc1ccc(CCN2C(=O)c3cccc4cccc(c34)C2=O)cc1OC	i	1.9	-0.1%	-6%	i	7	-90%	-4.5%	12%	4%	0.5	67
O=C(CSCc1ccccc1Cl)Nc1ccc2c(c1)OCCO2	i	1.1	0.0%	12%	i	16	-34%	8.0%	-143%	7%	-0.5	69
COc1ccc2nc(SCC(=O)C(C)(C)C)[nH]c2c1	i	0.6	0.5%	16%	i	32	-9%	4.5%	-42%	14%	-0.3	68
Cc1sc2ncnc(OCc3nnc(-c4cccs4)o3)c2c1C	i	0.3	0.5%	-47%	i	1	-48%	4.4%	-3%	-3%	1.0	61
CSc1nc(N)c2c3c(sc2n1)CN(C)CC3	i	0.8	-0.1%	17%	i	26	-5%	-1.7%	-2%	15%	0.0	86
CCOC(=O)c1cc(NC(=O)N(CC)CC)c(C)nc1C	i	0.6	-0.1%	30%	i	48	30%	-1.2%	5%	6%	-0.5	56
Cc1ccnc(SCC(=O)N2CCc3ccccc32)n1	i	0.1	-0.1%	-8%	i	40	6%	3.5%	-7%	4%	-0.1	44
O=C(COC(=O)Cc1cccs1)Nc1ccccc1	i	1.1	0.2%	-10%	i	41	-15%	4.5%	-1%	0%	-1.8	41
NC(=O)C1CCN(C(=O)c2cc(S(=O)(=O)N3CCOCC3)ccc2Cl)CC1	i	3.5	-0.1%	-31%	i	44	-28%	-0.1%	2%	-9%	0.3	44
NS(=O)(=O)c1cnccc1Nc1ccc(Cl)c(Cl)c1	i	0.3	1.4%	-14%	i	47	-23%	1.4%	-30%	-2%	-1.5	59
COc1ccccc1NC(=O)C(=O)NNS(=O)(=O)c1ccc2ccccc2c1	i	0.4	-0.1%	-21%	i	46	-8%	1.7%	9%	-6%	2.2	62
Cc1noc(C)c1COC(=O)c1cccc(S(=O)(=O)N2CCCCCC2)c1	i	2.1	0.0%	14%	i	36	41%	3.7%	48%	-8%	2.7	56
O=C(N/N=C/c1sc(=O)[nH]c1-[n+]1ccccc1)c1ccccc1[O-]	i	1.0	-0.2%	-9%	i	18	17%	2.1%	-4%	-6%	0.4	56
O=C(O)/C=C/c1ccc(S(=O)(=O)N(CCO)CCO)cc1	i	0.2	0.3%	-12%	i	68	-41%	-2.9%	6%	8%	0.2	42
CC(C)(C)C(=O)NC1CCN(S(=O)(=O)c2ccc(C(F)(F)F)cc2)CC1	i	0.7	-0.1%	-15%	i	22	6%	6.3%	10%	-2%	-0.7	35
CCNC(=S)NNC(=O)c1cccnc1	i	4.7	0.1%	10%	i	8	-37%	1.6%	11%	7%	-0.2	49
CCOc1cc(CNCCSc2nnnn2C)cc(Br)c1OCc1ccc(F)cc1	i	0.5	-0.1%	-7%	i	53	-12%	2.1%	0%	29%	5.4	70
CC(Oc1ccccc1)C(=O)Nc1nnc(C2CCCCC2)s1 (stereo unspecified)	i	0.2	-0.2%	-15%[20 µM]	i	56	-46%	0.5%	-57%	-9%	5.6	69
O=C(CCCCCCCCN1C(=O)c2ccccc2C1=O)N1CCOCC1	i	0.5	0.3%	1%	i	24	-7%	0.8%	8%	-3%	-0.5	51
O=C(CCc1ccccc1)NNC(=S)NCc1ccc(Cl)cc1	i	1.4	-0.1%	6%	i	30	-36%	-2.2%	5%	19%	-0.5	53
O=C(CN1CCN(c2ccc([N+](=O)[O-])cc2)CC1)Nc1ccccn1	i	1.1	1.6%	10%	i	32	-1%	-1.6%	-4%	3%	-0.2	47
Oc1ccccc1-c1nnc(-c2ccc(C(F)(F)F)cc2)o1	i	4.1	0.0%	-17%	i	49	24%	-1.9%	-7%	-8%	2.1	66
Cc1cnc(C)c(N2CCC(C(=O)NC(C)c3cccs3)CC2)n1 (stereo unspecified)	i	1.0	-0.1%	10%	i	37	16%	2.1%	12%	15%	-2.3	51
Cc1ccc(S(=O)(=O)N=Nc2c(O)[nH]c3ccccc23)cc1	i	0.8	0.0%	4%	i	8	-11%	-3.1%	17%	-7%	-1.2	86
COC(=O)C(C)Sc1nc2c(c(=O)[nH]c(=O)n2C)n1CCC(C)C (stereo unspecified)	i	2.1	0.3%	29%	i	54	-28%	-2.9%	7%	-20%	0.4	31
CCCCN(C)/C=N/c1c(C#N)cnn1-c1ccc(C)cc1	i	0.5	-0.2%	5%	i	58	x	-2.3%	10%	10%	3.8	64
CCOc1ccc2nc(NC(=O)CN3CCC(n4nnc5cc(F)ccc54)CC3)sc2c1	i	1.9	0.3%	10%	i	9	-16%	-2.9%	-11%	6%	6.9	84
O=[N+]([O-])c1cc(-c2nc3nc4ccccc4nc3n2CCc2ccccc2)cc([N+](=O)[O-])c1	i	1.2	-0.3%	-3%	i	15	x	18%	x	-8%	0.0	64
COc1ccc(NC(=O)C(NC(C)=O)C(=O)NCc2ccccc2Cl)cc1 (stereo unspecified)	i	0.6	0.2%	-33%	i	50	-18%	0.8%	14%	6%	-0.5	52
CCOC(=O)C1CCN(C(=S)NC2CC3C=CC2C3)CC1 (stereo unspecified)	i	0.5	0.8%	-10%	i	40	-8%	-0.6%	-3%	1%	0.7	47
COc1cccc(N2C(=NC(=O)c3ccccc3)SC3CS(=O)(=O)CC32)c1 (stereo unspecified)	i	1.8	-0.1%	5%	i	34	-24%	-2.5%	-4%	-7%	0.9	46
COc1ccc(CC(=O)N2CCN=C2SC)cc1OC	i	0.4	-0.1%	-14%[20 µM]	i	11	-27%	-4.3%	4%	0%	1.8	63
O=C(O)c1ccc(Nc2nc3ccccc3nc2NS(=O)(=O)c2cccs2)cc1	i	0.7	0.3%	-60%	i	14	-3%	5.0%	7%	4%	0.3	75
CC(OC(=O)c1ccc(S(=O)(=O)N(C)c2ccccc2)cc1)C(=O)NCCC1=CCCCC1 (stereo unspecified)	i	0.7	1.5%	13%	i	43	-44%	-0.9%	-4%	3%	-0.5	61
N/C(=N\OC(=O)N1CCOCC1)c1ccc(Cl)cc1	i	0.3	-0.1%	14%	i	41	-4%	0.1%	4%	-2%	-0.6	62
O=C(O)CCCCCn1c(SCC(=O)c2ccc(O)c(O)c2)nc2ccsc2c1=O	i	0.5	0.1%	17%	i	38	-36%	-0.8%	1%	2%	-1.5	46
O=C(CN1CCC(C(=O)c2ccc3c(c2)OCCO3)CC1)NC1CCCC1	i	5.7	-0.3%	-50%	i	10	-4%	-10%	14%	2%	1.1	74
Cc1cccc2c1CC(C)(C)NC2=C(C#N)C#N	i	0.6	-0.3%	1%	i	10	15%	-5.5%	20%	5%	-0.1	82
Cc1cc(C)nc(-n2nc(C)cc2NC(=O)COC(=O)CCC(=O)c2cccs2)n1	i	0.2	0.3%	-13%	i	55	10%	3.8%	13%	1%	0.3	71
CCOc1ccc(/C=N/OC(C)C(=O)NCc2ccc3c(c2)OCO3)cc1 (stereo unspecified)	i	0.6	0.0%	-4%	i	60	-9%	4.6%	-32%	4%	0.4	99
O=C(NCc1ccccc1)/C(=C/c1ccc(OC(F)F)cc1)c1ccccc1	i	0.9	1.8%	-34%	i	32	3%	-1.8%	10%	32%	2.6	46
CN1CCN(C(=O)/C=C/c2ccc(C#N)cc2)CC1	i	0.6	-0.1%	-3%	i	59	-9%	-3.9%	-6%	-2%	1.6	86
O=C1CN(C(=O)COC(=O)c2cccc(S(=O)(=O)NCc3ccccc3)c2)c2ccccc2N1	i	1.7	-0.1%	-13%	i	20	-25%	1.0%	1%	10%	0.4	44
